Myeloid diff 2: promotes myeloid progenitor differentiation; calls only at 10 µM; actives 1% (n = 360,000); ER-HoxA9 myeloid progenitors, lysozyme-GFP differentiation, flow cytometry;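 active = normalized GFP-positive differentiation at or above the plate's own cutoff, the solvent-only control mean plus 3 SD; inconclusive = no clear call, values can overlap the other calls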;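 note: cells exposed to compound for four days before flow analysis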
MgcRacGAP inhibition: MgcRacGAP GTPase-activating activity inhibitors, confirmation, biochemical, ADP Hunter fluorescence; MgcRacGAP-stimulated Rac1 GTP hydrolysis, ADP Hunter fluorescence; higher % means a stronger effect; GST-tagged Rac1 F28L mutant substrate; inhibition, % at 30 µM; hits with a dose series show IC50 in µM; actives 0.6% (n = 340,000); AID 624330;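 active = first-screen hits whose inhibition reached a set limit at any dose in the follow-up dose series; inconclusive = inhibition above the set first-screen limit but never retested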;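 note: fluorescence reports GDP produced by GAP-driven GTP hydrolysis; strong numbers were not always called active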
NTR1 ag: agonists of NTR1, primary screen, imaging, U2OS cells, beta-arrestin-GFP, high content (AID 493036). P30989. NTR1-U2OS beta-arrestin-GFP spot imaging, agonist mode. activation, % at 20 µM. actives 0.17% (n = 330,000);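 active = activation at or above 40% of the spot to cytoplasm intensity ratio, with at least 20 cells analyzed; inconclusive = wells under 20 cells, flagged as cytotoxic or low count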;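 note: 0% = DMSO without peptide and 100% = 100 nM NTR1 peptide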
Target sequence (P30989 whole entry, looked up): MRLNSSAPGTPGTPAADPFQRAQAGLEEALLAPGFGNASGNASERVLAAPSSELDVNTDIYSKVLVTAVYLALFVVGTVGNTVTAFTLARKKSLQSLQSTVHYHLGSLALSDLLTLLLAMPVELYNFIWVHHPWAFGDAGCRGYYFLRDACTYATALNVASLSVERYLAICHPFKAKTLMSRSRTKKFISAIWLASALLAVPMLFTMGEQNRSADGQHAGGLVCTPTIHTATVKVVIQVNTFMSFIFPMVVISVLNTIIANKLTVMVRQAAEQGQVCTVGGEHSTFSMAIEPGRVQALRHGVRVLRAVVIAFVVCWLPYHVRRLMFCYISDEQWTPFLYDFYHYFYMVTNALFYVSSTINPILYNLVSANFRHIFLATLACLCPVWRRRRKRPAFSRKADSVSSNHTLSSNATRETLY
NTR1 ag cell count 20 µM: also measured in NTR1 ag; calls as there; cell count; measured here: cell count, cytotoxicity flag
Myeloid diff 2 GFP+ MAC1+ %: also measured in Myeloid diff 2; calls as there; GFP+ MAC1+ double positive, %; measured here: differentiation confirmed by MAC1 staining
The depositor's hits bear a star; i = inactive; ? = inconclusive; nt = not tested or not shown.

mol	Myeloid diff 2	NTR1 ag	NTR1 ag cell count 20 µM	Myeloid diff 2 GFP+ MAC1+ %	MgcRacGAP inhibition
Cc1ccc(C(C)C)c(OCC(=O)NNC(=O)C2CSC3(C)CCC(=O)N23)c1 (stereo not drawn)	i	0.6	61	1.2	8%
COc1ccc(-c2cccc([C@H]3[C@@H]4C=CC[C@@H](C)[C@@H]4C(=O)N3Cc3ccccc3)c2)cc1	i	3.6	44	4.1	9%
Nc1c(C(=O)CSc2nnc(COc3ccc(Cl)cc3)o2)c(=O)[nH]c(=O)n1C1CC1	i	3.4	67	0.8	6%
CNC(=S)Nc1ccc(N2CCCC2)c(S(=O)(=O)Nc2ccc(OC)cc2)c1	i	0.5	41	1.4	9%
C[C@H]1Oc2ccccc2C(=O)C1C(=O)c1ccccc1 (stereo partly drawn)	i	0.6	47	0.8	6%
O=C(Nc1ccc(F)cc1)c1ccc2c(c1)S(=O)(=O)N=C1CCCCCN12	i	-0.6	62	0.6	6%
O=c1oc(C2(O)CCCCC2)cc2ccccc12	i	-1.9	55	1.8	2%
Cc1cccc(C(=O)OCC(=O)c2ccc(CC(=O)N3CCOCC3)s2)c1C	i	-0.1	48	0.1	4%
Cc1onc(-c2ccccc2Cl)c1C(=O)OCC(=O)N1CCCCC1	i	0.2	53	1.2	4%
CCCOc1ccc(C(F)(F)F)cc1NC(=O)CCc1c(C)noc1C	i	0.2	73	0.7	3%
CC(=O)c1ccc(NCC(=O)N2CCN(S(=O)(=O)c3ccccc3)CC2)cc1	i	-2.7	60	0.6	7%
Cc1ccc(S(=O)(=O)N2CCN(C(=O)CCc3c[nH]c4ccccc34)CC2)c(C)c1	i	-0.4	61	0.1	-2%
O=C(Nc1ccc(F)cc1)Nc1ccc(S(=O)(=O)N2CCCC2)cc1	i	0.8	55	1.1	5%
CN(C)c1nc2c(c(=O)n(C)c(=O)n2C)n1CC(=O)c1cccs1	i	-0.3	70	0.8	13%
CC(=O)c1cc(Cl)ccc1OCC(=O)Nc1cccc(S(=O)(=O)N2CCCC2)c1	i	5.7	55	0.2	4%
CCC(=NNC(=O)c1cccc(S(=O)(=O)N2CCOCC2)c1)c1ccccc1	i	1.3	58	0.7	6%
COCCCNC(=O)Cn1cnc(C(=O)Nc2ccc(C)c(C)c2)n1	i	0.5	48	0.4	10%
COc1cc(N(Cc2ccccc2)Cc2ccccc2)c2ncn(C(C)C)c2c1	i	-0.1	53	1.3	11%
COc1ccc(COC(=O)CNC(=O)C2CCCCC2)cc1F	i	1.8	51	0.6	-5%
CCOC(=O)CCCCCC(=O)Nc1ccc2c(c1)C(=O)N([C@H](C)CO)C[C@H](C)[C@@H](CN(C)C(=O)Nc1ccc(OC)cc1)O2	i	1.6	66	1.5	-5%
Cc1ccc(C(=O)Nc2cccc(S(=O)(=O)N3CCCCC3)c2)cc1[N+](=O)[O-]	i	6.2	51	0.6	3%
O=C(COc1ccc(Br)cc1)Nc1ccc(N2CCOCC2)cc1N1CCOCC1	i	-1.5	87	0.2	9%
Cc1ccccc1C(=O)N1CCC(C(=O)OCc2nc(N)nc(Nc3ccccc3)n2)CC1	i	4.2	67	0.5	6%
Cc1cccc(NC(=O)c2nc[nH]c2C(=O)NCc2ccccc2)c1	i	28	54	0.4	9%
O=S(=O)(c1ccc2c(c1)CCCN2)N1CCCC1	i	1.3	51	1.4	1%
O=C(NCc1cccnc1)c1ccc(NS(=O)(=O)c2cccc([N+](=O)[O-])c2)cc1	i	2.3	43	0.8	-1%
CC1(C)C(=O)Nc2ccccc2N1C(=O)COC(=O)CNS(=O)(=O)c1ccc(F)c(F)c1F	i	-0.7	57	0.3	-4%
Cc1ccc(NC(=O)c2nc[nH]c2C(=O)N2CCc3ccccc3C2)cc1	i	3.9	55	1.4	5%
COc1ccc(CCNS(=O)(=O)c2ccc3[nH]c(=O)[nH]c3c2)cc1	i	6.2	49	0.6	-2%
CCOc1ccccc1N1CCN(C(=O)c2cc3ccccc3cc2OC)CC1	?	1.8	63	nt	-1%
CC(=O)NCCc1ccc(S(=O)(=O)Nc2ccc3c(c2)OCCO3)cc1	i	-0.5	49	1.7	-1%
CCn1c(SCC(=O)N2CCCC2=O)nnc1-c1cccs1	i	-1.1	55	0.8	7%
Cc1c(NC(=O)CC2CC(C)OC2=O)c(=O)n(-c2ccccc2)n1C (stereo not drawn)	i	0.5	63	0.3	0%
CCOc1ccc(NC(=O)CN(C)C(=O)CCN2C(=O)C3CC=CCC3C2=O)cc1OCC (stereo not drawn)	i	1.8	49	1.1	4%
CCOC(=O)C1Oc2ccccc2C(c2ccc(F)cc2)=C1C(=O)OC (stereo not drawn)	i	3.9	58	4.0	5%
CCOc1ccccc1Nc1nnc(SCC(=O)N(C)C2CCS(=O)(=O)C2)s1 (stereo not drawn)	i	-0.4	55	0.4	-2%
Cc1ccc(S(=O)(=O)N2CCN(CCOc3cccc(C)c3)CC2)cc1	i	-2.2	67	1.2	-1%
Cc1ccc(OC(C)C(=O)Nc2ccc(Cl)cn2)c([N+](=O)[O-])n1 (stereo not drawn)	i	-1.3	64	0.6	3%
CCN(CC(=O)NCc1cccs1)C(=O)c1ccc(S(=O)(=O)N(CC)c2ccccc2)cc1	i	-0.1	76	0.5	6%
CCCCC(CC)COC(=O)C(C#N)=C(c1ccccc1)c1ccccc1 (stereo not drawn)	i	5.2	57	2.5	5%
O=C(CN1C(=O)NC2(CCCC2)C1=O)NCc1ccco1	i	1.7	51	0.5	2%
CCOc1ccc(S(=O)(=O)N2CCN(C(=O)COc3ccc(Br)cc3)CC2)cc1	?	0.4	54	nt	1%
C[C@@H](OC(=O)N(C)Cc1ccccc1)[C@H]1O[C@]2(C)CCCC[C@H]1O2	i	0.1	62	0.7	3%
COc1ccc(C(=O)OCc2cc(=O)n3c(C)csc3n2)cc1F	i	4.5	44	0.3	8%
CCOc1ccccc1NC(=O)C1CCCCN1S(=O)(=O)c1ccccc1 (stereo not drawn)	i	-0.3	63	1.1	2%
COc1ccc(-c2noc(CCC(=O)N3CCN(c4ccccc4C)CC3)n2)cc1	i	2.3	54	1.0	11%
O=C(COC(=O)CSc1ccccc1)Nc1ccc(F)cc1F	i	0.6	50	0.4	-4%
Cc1ccc2c(CC(=O)Nc3ccc(F)c(S(=O)(=O)N4CCOCC4)c3)coc2c1	i	7.1	58	0.1	0%
C=CCN(C(=O)OC(C)(C)C)S(=O)(=O)NCc1ccccc1	i	0.7	62	1.6	-3%
C#Cc1ccc([C@H]2C=C(C(=O)OCC=C)O[C@@H](OCCCCO)C2)cc1	i	0.4	64	1.6	5%
O=C1CCCN1CCCNS(=O)(=O)c1cccs1	i	-0.3	57	1.5	6%
Cn1nc(C(=O)OCC(=O)NCc2ccc(Cl)cc2)c2ccccc2c1=O	i	-1.5	63	1.4	7%
O=C1c2ccc([N+](=O)[O-])cc2C(=O)N1c1ccc([N+](=O)[O-])cn1	i	-0.9	58	0.5	-6%
COc1ccc2cc(-c3cccnc3)ncc2c1	i	0.7	41	2.6	5%
CCCCn1c(N)c(N(CC)C(=O)C2CCC2)c(=O)[nH]c1=O	i	1.6	54	0.9	7%
O=S(=O)(Nc1cccc(S(=O)(=O)N2CCCCC2)c1)c1ccccc1F	i	0.2	64	0.6	2%
COc1ccc(CCC(=O)N2CCN(S(=O)(=O)c3ccc(OC)cc3)CC2)cc1	i	3.8	72	0.4	3%
Cc1cccc(NC(=O)c2nc[nH]c2C(=O)NCCCCCNC(=O)OC(C)(C)C)c1	i	19	54	1.5	4%
Cc1cc(C(=O)NNC(=O)C(C)NS(=O)(=O)c2ccccc2F)c(C)o1 (stereo not drawn)	i	0.3	44	0.2	2%
COCCn1c(C)cc(C(=O)CSc2nc(C)nc3sc4c(c23)CCC4)c1C	i	0.6	54	15	6%

Only NTR1 ag cell count 20 µM, Myeloid diff 2 and Myeloid diff 2 GFP+ MAC1+ % (4 entries from above):
SMILES,NTR1 ag cell count 20 µM,Myeloid diff 2,Myeloid diff 2 GFP+ MAC1+ %
COc1ccc(CCC(=O)N2CCN(S(=O)(=O)c3ccc(OC)cc3)CC2)cc1,72,i,0.4
Cc1cccc(NC(=O)c2nc[nH]c2C(=O)NCCCCCNC(=O)OC(C)(C)C)c1,54,i,1.5
Cc1cc(C(=O)NNC(=O)C(C)NS(=O)(=O)c2ccccc2F)c(C)o1 (stereo not drawn),44,i,0.2
COCCn1c(C)cc(C(=O)CSc2nc(C)nc3sc4c(c23)CCC4)c1C,54,i,15

Other structures
mol	Myeloid diff 2	NTR1 ag	NTR1 ag cell count 20 µM	Myeloid diff 2 GFP+ MAC1+ %	MgcRacGAP inhibition
Cc1ccccc1OCC(=O)OC(C)C(=O)NC1CCCC1 (stereo not drawn)	i	-1.7	53	0.2	3%
O=C(Nc1cccc(C(=O)NC2CC2)c1)c1ccc(Cl)c(S(=O)(=O)N2CCOCC2)c1	i	3.0	62	0.8	5%
O=C(C[C@H]1C/C=C\C[C@H](Cc2ccc(F)cc2)C(=O)O[C@@H](c2ccccc2)CNC1=O)N[C@@H](CO)Cc1ccccc1	i	-0.7	60	0.4	7%
CN(C(=O)COC(=O)C1(C)CC1(Cl)Cl)c1c(N)n(Cc2ccccc2)c(=O)[nH]c1=O (stereo not drawn)	i	-1.4	57	1.1	2%
COc1ccc(-n2c3c(cc(C(=O)Nc4ccc(C)cc4)c2=O)C(=O)CCC3)cc1	i	-0.6	60	2.2	9%
CCOc1cc(C(=O)Nc2cc(C(=O)OC)ccc2C)ccc1OCC(=O)N1CCOCC1	i	-1.2	55	0.9	2%
O=C(CN1C(=O)NC(CCc2ccccc2)C1=O)Nc1ccccc1C(F)(F)F (stereo not drawn)	i	-1.9	45	1.0	3%
Cc1noc(/C=C/N(C)C)c1S(=O)(=O)N1CCCC(C(=O)N2CCc3ccccc32)C1 (stereo not drawn)	i	7.0	66	4.6	12%
C=CCC[C@H](Cc1ccc(F)cc1)C(=O)OC[C@H](Cc1c[nH]c2ccccc12)NC(=O)[C@H](CC=C)CC(=O)NCCO	i	18	61	0.4	4%
NC(=O)c1ccc(N2CCN(S(=O)(=O)c3cccs3)CC2)c([N+](=O)[O-])c1	i	0.7	63	0.9	5%
CCC1NC(=O)c2ccccc2N1c1cccc(Cl)c1 (stereo not drawn)	i	1.9	54	0.3	6%
COc1cc2cc(CCCOC(=O)c3ccc(Br)cc3)oc(=O)c2cc1OC	i	0.5	58	2.2	11%

Retrieved by structure from the list above, two records:
mol	Myeloid diff 2	NTR1 ag	NTR1 ag cell count 20 µM	Myeloid diff 2 GFP+ MAC1+ %	MgcRacGAP inhibition
Cc1ccccc1OCC(=O)OC(C)C(=O)NC1CCCC1 (stereo not drawn)	i	-1.7	53	0.2	3%
COc1cc2cc(CCCOC(=O)c3ccc(Br)cc3)oc(=O)c2cc1OC	i	0.5	58	2.2	11%

Next section
mol	Myeloid diff 2	NTR1 ag	NTR1 ag cell count 20 µM	Myeloid diff 2 GFP+ MAC1+ %	MgcRacGAP inhibition
COc1ccc2nc(SC(C)C(=O)NCC(=O)Nc3ccc(F)c(F)c3F)[nH]c2c1 (stereo not drawn)	i	0.1	52	0.7	11%
O=C(Nc1cc(C(F)(F)F)ccc1N1CCOCC1)c1ccncc1	i	0.1	54	0.3	1%
O=C(Cc1ccc(Br)cc1)OCC(=O)N1CCCCCC1	i	-0.9	60	0.6	7%
CN(CC(=O)Nc1cccc(S(=O)(=O)N2CCCC2)c1)Cc1ccccc1	i	-1.3	49	0.3	8%
CC1(C)C[C@H](O)[C@]2(CO)[C@H](O)C[C@]3(C)C(=CCC4[C@@]5(C)CC[C@H](O)C(C)(C)C5CC[C@]43C)[C@@H]2C1 (stereo partly drawn)	i	8.5	30	2.0	3%
Cc1ccc(NC(=O)CN(C)C(=O)CCSc2ccc(F)cc2)cc1	i	0.2	47	0.7	6%
Cc1ccc2c(c1)c1c(n2CCc2ccc(C)nc2)CCN(C)C1	i	-1.0	60	2.6	8%
Fc1cc(F)cc(Nc2nc(Cl)nc(NC3CCCC3)n2)c1	i	35	54	1.8	12%

Screening results (PubChem)

Not all compounds are listed; rates above refer to the full screens.
